Epigenetic reg = derepresses silenced GFP reporter in murine cells | murine LDR cells, GFP reporter derepression, 30 h | Potency, µM (top dose mostly 53.9 µM), without a hit: at the top dose GFP activation, usual class: activators | 280,000 compounds, 0.2% hits | AID 1865; active means well fitted activation curve with a large enough effect; inconclusive means small, poorly fitted or top-dose-only effect; further: % of control where 0% means no effect; nearly all actives have a fitted effect of over 60% in size
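Readout is the number of GFP-expressing murine LDR cells, counted by cytometry following washing. Cells were treated with compound for 30 h at 37 C; the stably integrated CMV-GFP locus is normally silent.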
* marks the source's active call; other numbers are inactive results; u = inconclusive. Potency means the concentration at half of the fitted maximal effect. Only part of the results is shown; rates above refer to the full screens.

SMILES	Epigenetic reg
CCCc1cc(=O)n2[nH]c(NC(=O)c3ccccc3Cl)nc2n1	2.0%
CCOc1ccc(C2C=C(c3cccc(OC)c3)Nc3nnnn32)cc1 (centres undefined)	6.4%
CCOC(=O)c1cccc(NC(=O)Cn2ncc3c(=O)oc4ccccc4c32)c1	2.8%
COc1ccc(N2CCN(Cc3nc4c(c(=O)[nH]c(=O)n4C)n3Cc3ccccc3)CC2)cc1	-2.0%
Cc1nn(S(=O)(=O)c2ccccc2)c(C)c1S(=O)(=O)N1CCC(C)CC1	5.1%
O=C(CSc1nc(-c2ccccc2)no1)N1CCN(c2ccc(F)cc2)CC1	-2.0%
COc1ccc2cc(CNc3ccc(C)cc3)c(=O)n(CC(=O)Nc3cccc(C(F)(F)F)c3)c2c1	2.1%
CC(=O)Nc1ccc(Nc2nc3c(S(=O)(=O)c4cc(C)ccc4C)nnn3c3ccsc23)cc1	-0.6%
Fc1ccc(-n2cc(-c3ccccc3)c3c(NC4CCCCC4)ncnc32)cc1	3.8%
COc1ccc(-c2noc(N(c3nc(-c4ccc(OC)c(OC)c4)no3)c3ccccc3OC)n2)cc1OC	1.3%
Cc1cc(Cl)ccc1NC(=O)CN(c1ccccc1Br)S(C)(=O)=O	-0.8%
COc1ccc(C(=O)c2cn(Cc3ccc(F)cc3)c3ccc(C)cc3c2=O)cc1	-1.1%
O=C(NCc1ccccc1)c1ccc2nc(CCc3ccccc3)oc2c1	1.7%
Cn1c2c(c(=O)n(C)c1=O)C(c1cc(Br)ccc1F)CC(=O)N2 (centres undefined)	-1.1%
CCCCCn1c(=O)[nH]c2cc(C(=O)N3CCN(c4ccccc4F)CC3)ccc2c1=O	2.7%
COc1ccc2c(c1)CC(C(=O)Nc1cccc(C)c1C)CO2 (centres undefined)	-1.1%
COc1cc(-c2cc3n(C)c(C)c(CCC(=O)Nc4ccc(F)cc4)c(=O)n3n2)cc(OC)c1OC	0.0%
CSc1cccc(Nc2nc3c(S(=O)(=O)c4ccccc4)nnn3c3ccc(Cl)cc23)c1	1.4%
Cc1ccc(-c2nnc(Nc3ccc(Br)cc3)c3ccccc23)cc1S(=O)(=O)NCc1nc2ccccc2[nH]1	0.3%
COc1ccc(-c2cc(C(F)(F)F)n3nc(C(=O)Nc4cc(Cl)cc(Cl)c4)cc3n2)cc1	-1.1%
Cc1ccccc1CN1c2ccccc2-c2nc(SCC(N)=O)ncc2S1(=O)=O	3.1%
CCOc1ccc(-c2cc(OC(=O)c3ccc(OC)cc3)c3c(C)oc(C)c3c(=O)c2)cc1	2.8%
O=S(=O)(c1ccc2nc(Nc3cccc(F)c3)ccc2c1)N1CCCC1	6.3%
O=C(NCc1ccccc1Cl)c1nnc(Cc2cccc(F)c2)o1	1.4%

Quoted from the listing, 2 compounds:
SMILES	Epigenetic reg
CCCc1cc(=O)n2[nH]c(NC(=O)c3ccccc3Cl)nc2n1	2.0%
CCOc1ccc(C2C=C(c3cccc(OC)c3)Nc3nnnn32)cc1 (centres undefined)	6.4%

(list continues)
SMILES	Epigenetic reg
CCN(CC)CCCNC(=O)c1nn(C)c2c1CSc1ccccc1-2	-2.7%
COc1cc(C(CC(=O)NCCC(C)C)N2Cc3ccccc3C2=O)cc(OC)c1OC (centres undefined)	-3.2%
Cc1ccc(-c2nc(-c3cccs3)c(-c3cccs3)[nH]2)cc1	3.0%
CCOC(=O)c1c(C)oc2nc(C)nc(N3CCN(c4cccc(C)c4C)CC3)c12	-1.3%
CCOc1ccccc1NC(=O)c1c(NC(=O)c2cccc(C)c2)sc2c1CCC2	-1.6%
CCOc1ccc(NC(=O)CC2C(=O)N(c3cccc(C)c3)C(=O)N2CCC2=CCCCC2)cc1 (centres undefined)	-3.2%
COc1ccccc1CN1CCN(C2CCN(C(=O)Nc3ccccc3)CC2)C(=O)C1=O	-1.1%
Cc1ccc(-n2nc3c(N4CCC(C(=O)N(C)Cc5ccccc5)CC4)nnc(C)c3c2C)cc1	0.4%
Cc1sc2ncn(CC(=O)Nc3ccc(C(F)(F)F)cc3)c(=O)c2c1S(=O)(=O)N1CCN(C)CC1	4.5%
O=C(CSc1ncc(-c2ccccc2)[nH]1)Nc1ccc(F)cc1F	1.7%
COc1ccc(C2CC(=O)N(CC(=O)Nc3cc(C)ccc3C)c3ccccc3S2)cc1 (centres undefined)	1.4%
COc1cc(C(=O)Nc2ccc3nc(SCc4ccccc4)sc3c2)cc(OC)c1OC	-0.8%
Cc1ccc(C)c(Cn2c3ccccc3c3cnn(CC(=O)NCC(C)c4ccccc4)c(=O)c32)c1 (centres undefined)	10%
Cc1ccc(CNC(=O)CN2C(=O)C3(SCC(=O)N3c3ccc(F)cc3)c3ccccc32)cc1 (centres undefined)	-1.3%
COc1ccccc1-c1nc2c(c(SCC(=O)Nc3ccc(C)c(C)c3)n1)Cc1c(CO)cnc(C)c1O2	5.6%
CC(=O)c1cccc(NC(=O)CSc2ncc3c(n2)-c2cc(Cl)ccc2N(Cc2ccccc2)S3(=O)=O)c1	5.7%
CCOc1ccccc1CNC(=O)c1c(C)oc2ncnc(N3CCOCC3)c12	-1.3%
Cc1ccc(-c2c(C(=O)Nc3ccccc3F)oc(=O)c3ccccc23)cc1	0.5%
COc1ccc2c(C)c(CCC(=O)NCc3ccccc3Cl)c(=O)oc2c1C	1.9%
O=C(Cc1ccc(Cl)cc1)NCCc1csc2nc(-c3ccccc3F)nn12	0.0%
CC1CCN(C(=O)c2ccccc2NC(=O)c2nsc3ccccc23)CC1	-3.9%
NC(=O)C1(N2CCCCC2)CCN(C(=O)Nc2ccc(F)cc2F)CC1	5.8%
COc1ccc(-n2c(SCC(=O)NCc3ccc(C)cc3)nc3n[nH]c(C)c3c2=N)cc1	-0.2%
COC(=O)c1ccc(OCC2c3cc(OC)c(OC)cc3CCN2C(=O)c2cccc(C)c2)cc1 (centres undefined)	1.7%
CN(C)c1ccc(/C=C(\C#N)c2nc(-c3ccc(Cl)c(Cl)c3)cs2)cc1	u
CCc1ccc(C(=O)c2cn(CC(=O)Nc3ccc4c(c3)OCO4)c3cc(OC)c(OC)cc3c2=O)cc1	-4.9%
Cc1ccc(CN2C(=O)c3ccccc3Sc3ccc(C(=O)N4CCOCC4)cc32)cc1	1.2%
COc1ccc(NC(=O)c2ccc(NC(=O)CCS(=O)(=O)c3cccs3)cc2)cc1OC	-0.9%
CCC(=O)c1cc2c(cc1NC(=O)c1ccccc1F)OCCO2	u
COc1cc(CN(C(=O)c2ccc(Cl)cc2)C2CCS(=O)(=O)C2)cc(OC)c1OC (centres undefined)	5.6%
CCOC(=O)c1cccc(NC(=O)c2ccc3nc(C(C)C)oc3c2)c1	-1.7%
COC(=O)c1ccc([C@H]2Nc3ccc(S(=O)(=O)Nc4ccc(C)cc4)cc3[C@H]3C=CC[C@H]32)cc1	1.3%
Cc1c2cnn(-c3ccccc3)c(=O)c2c(C)n1CC(=O)N1CCN(c2cccc(Cl)c2)CC1	-2.3%
CCS(=O)(=O)c1nc(S(=O)(=O)c2ccc(C)cc2)c(NCC(C)C)s1	-1.6%
Cc1ccc(Nc2cc(C)c(C#N)c3nc4ccccc4n23)cc1Cl	-2.8%
NC(=O)Cn1c(=O)n(CCCCCC(=O)NCc2ccccc2Cl)c(=O)c2sccc21	-1.8%

As entered above.
Cc1ccc(CN2C(=O)c3ccccc3Sc3ccc(C(=O)N4CCOCC4)cc32)cc1 in Epigenetic reg reads 1.2%
COc1ccc(NC(=O)c2ccc(NC(=O)CCS(=O)(=O)c3cccs3)cc2)cc1OC in Epigenetic reg reads -0.9%

More records:
SMILES	Epigenetic reg
O=C(Nc1cc(NC(=O)c2ccccc2Cl)ccc1Cl)c1ccccc1	-1.6%
CCOc1ccccc1NC(=O)CSc1nc2c(oc3ccccc32)c(=O)n1Cc1ccco1	2.7%
CCCNC(=O)c1c(NC(=O)c2ccccc2F)sc2c1CCCCC2	5.0%
CC(=O)N1CCCc2ccc(NS(=O)(=O)c3cccc(Cl)c3)cc21	-1.3%
CCCN(C(=O)c1nn(-c2ccc(OC)cc2)c(=O)c2c1c1ccccc1n2C)c1ccc(CC)cc1	-0.4%
Cc1nc2ccc(S(=O)(=O)N(CC(=O)Nc3cccc(Cl)c3)Cc3ccccc3)cc2s1	0.0%
CC(NC(=O)c1cc(Sc2ccc(F)cc2F)nc2ccccc12)c1ccccc1 (centres undefined)	16%
COc1ccc(C)cc1NC(=O)c1ccc(NS(=O)(=O)c2c(C)noc2C)cc1	-1.8%
CCc1nn2c(=O)cc(COC(=O)c3ccc(NC(=O)c4cccs4)cc3)nc2s1	0.5%
CCc1cccc(OCC(=O)Nc2ccc(S(=O)(=O)Nc3ncccn3)cc2)c1	0.6%
CCOc1ccc(NC(=O)CCS(=O)(=O)c2ccc(Br)s2)cc1	-1.8%
O=C(NCCOCCO)C(=O)Nc1c2c(nn1-c1ccc(F)cc1)CSC2	0.5%
CC1Cc2cc(S(=O)(=O)NCc3ccc(F)cc3)ccc2N1C(=O)C1CCC1 (centres undefined)	-1.1%
Cc1ccc(CN2C(=O)N(c3ccc(F)cc3)C(=O)C2CC(=O)Nc2ccc(Cl)cc2)cc1 (centres undefined)	3.8%
COc1ccc2oc(=O)cc(CN3CCN(c4ccccc4OC)CC3)c2c1	-1.4%
O=C(NCCCc1nc2ccccc2n1Cc1ccccc1Cl)c1ccco1	-1.9%
COc1ccc(N2CCN(c3nc4ccc(C)cc4n4nnnc34)CC2)cc1	-0.9%
O=C(Nc1ccc(F)c(Cl)c1)C1CCCN(S(=O)(=O)c2cccc3nsnc23)C1 (centres undefined)	2.0%
COc1cccc(C(c2sc3nc(-c4ccco4)nn3c2O)N2CCN(C)CC2)c1 (centres undefined)	8.3%
CC(=O)C1=C(c2ccc(C)c(C)c2)N(C(C)=O)n2c(nnc2-c2ccc(Cl)cc2)S1	-0.1%
CCCCN(CCCC)CCNC(=O)Cn1nc(CC)n2c(cc3sccc32)c1=O	0.1%
CCc1ccc(NS(=O)(=O)c2cc(Br)cc3c2N(C(C)=O)CC3)cc1	2.9%
CCCSCCCNC(=O)c1ccc2c(c1)nc1n2CCCCC1	-1.0%
COc1ccc2ncc3c(-c4ccc(C)c(C)c4)nn(CC(=O)NC4CCCC4)c3c2c1	u
COc1ccc(-c2ccc(NS(=O)(=O)c3cccc(C)c3)cc2)nn1	1.1%
COCCCNC(=O)c1cnc2c(-c3ccc(F)cc3)c(C)nn2c1C	1.5%
COc1ccc(C2=CC(c3ccccc3Cl)n3nc(-c4ccc(Cl)cc4)nc3N2)cc1 (centres undefined)	-0.6%
CC(=O)Nc1ccc(NC(=O)c2c(-c3ccccc3)noc2C)cc1	0.6%
COc1c(Cl)cc(Cl)cc1CNCCSc1nnnn1C	-1.1%
Cc1oc(-c2ccc(Cl)cc2)nc1CS(=O)CC(=O)NCCc1ccccc1 (centres undefined)	1.2%
Cc1ccc(Cl)cc1N1CCN(C(=O)c2cc(S(=O)(=O)N3CCCCC3)cn2C)CC1	1.7%
CCOC(=O)C1CCN(C(=O)Cn2nc(C)n3c(cc4cc(C)ccc43)c2=O)CC1	0.0%
Cc1cccc(C)c1NC(=O)CCC(=O)N1Cc2ccccc2Oc2ncccc21	-1.3%
COc1ccc2c(c1)c1c(c(=O)n(-c3ccc(OC)c(OC)c3)c(=O)n1Cc1ccccc1C)n2C	-3.4%
COc1cccc(Cn2c(SCc3ccc(C(=O)N4CCC(C)CC4)cc3)nc3ccncc32)c1	-3.8%
CCOc1ccccc1NC(=O)C(C)n1nnc2sc3c(c2c1=O)CCCC3 (centres undefined)	-0.9%
CC(=O)Nc1ccc(/C=C/c2nc(-c3ccccc3O)n(-c3ccccc3)n2)cc1	1.9%
O=C(NCCS(=O)(=O)N1CCN(c2ccccc2F)CC1)c1cc(=O)c2ccccc2o1	2.8%
CCCCCCNc1nc2c(c(=O)n(C)c(=O)n2C)n1Cc1cccc(C)c1	-1.1%
CCN(CCCNC(=O)CSc1cc(=O)n(CC)c2ccccc12)c1ccccc1	-1.1%
COCCN(CCOC)S(=O)(=O)c1ccc(C(=O)Nc2sc3c(c2C(=O)OC)CCN(C)C3)cc1	u
COc1ccccc1NC(=O)CSc1nc(-c2ccccc2F)nc2cc(=O)[nH]n12	-2.6%
CCOC(=O)c1c(N)n(-c2ccc(CC)cc2)c2nc3ccccc3nc12	3.0%
Cc1ccc(S(=O)(=O)N2CCCc3cc(NC(=O)c4cccc(Cl)c4)ccc32)cc1	-4.0%
Cc1cc(F)ccc1NC(=O)C1CCC(CNS(=O)(=O)c2ccc3c(c2)CCCC(=O)N3)CC1 (centres undefined)	2.3%
CCOC(=O)c1cc(OC(=O)c2cc(OC)cc(OC)c2)n(-c2ccccc2)n1	0.0%
CCN(CC)c1nn2c(=O)c(C(=O)NCc3ccccc3Br)cnc2s1	0.0%
Cc1cccc(NC(=O)c2sc3nc4c(cc3c2N)CN(C(C)C)CC4)c1	-1.1%

Of the compounds above, 8 have an NH in an aromatic ring:
SMILES	Epigenetic reg
CCCc1cc(=O)n2[nH]c(NC(=O)c3ccccc3Cl)nc2n1	2.0%
COc1ccc(N2CCN(Cc3nc4c(c(=O)[nH]c(=O)n4C)n3Cc3ccccc3)CC2)cc1	-2.0%
CCCCCn1c(=O)[nH]c2cc(C(=O)N3CCN(c4ccccc4F)CC3)ccc2c1=O	2.7%
Cc1ccc(-c2nnc(Nc3ccc(Br)cc3)c3ccccc23)cc1S(=O)(=O)NCc1nc2ccccc2[nH]1	0.3%
Cc1ccc(-c2nc(-c3cccs3)c(-c3cccs3)[nH]2)cc1	3.0%
O=C(CSc1ncc(-c2ccccc2)[nH]1)Nc1ccc(F)cc1F	1.7%
COc1ccc(-n2c(SCC(=O)NCc3ccc(C)cc3)nc3n[nH]c(C)c3c2=N)cc1	-0.2%
COc1ccccc1NC(=O)CSc1nc(-c2ccccc2F)nc2cc(=O)[nH]n12	-2.6%

Assay outcomes deposited in PubChem BioAssay by National Center for Advancing Translational Sciences (NCATS).
